Source: PubChem BioAssay
APJ antag: antagonists of human apelin receptor APJ, primary screen, CHO-K1 cells, beta-arrestin complementation, luminescence; P35414; inhibition, % at 20 µM; 330,000 tested, 0.32% active;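 active = inhibition above about 40% at 20 µM, limit read from the data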;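 also: cells challenged with 10 nM apelin-13 agonist together with compound; plate controls were apelin-13 plus DMSO wells for no effect and DMSO wells lacking apelin-13 for full effect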
Target sequence (P35414 whole entry, looked up): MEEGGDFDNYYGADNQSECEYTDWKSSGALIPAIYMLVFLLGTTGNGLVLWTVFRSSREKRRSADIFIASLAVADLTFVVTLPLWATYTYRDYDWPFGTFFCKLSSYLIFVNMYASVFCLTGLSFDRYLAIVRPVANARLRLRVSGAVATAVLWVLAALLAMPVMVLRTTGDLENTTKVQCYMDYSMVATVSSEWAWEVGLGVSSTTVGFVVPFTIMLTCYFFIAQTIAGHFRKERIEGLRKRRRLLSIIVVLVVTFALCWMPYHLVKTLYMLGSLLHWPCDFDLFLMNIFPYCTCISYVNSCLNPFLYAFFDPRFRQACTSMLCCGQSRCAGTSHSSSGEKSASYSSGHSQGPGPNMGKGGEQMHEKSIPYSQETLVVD
APJ ag: agonists of human apelin receptor APJ, primary screen, CHO-K1 cells, PathHunter beta-arrestin, luminescence; 0% DMSO wells, 100% apelin; 330,000 tested, 0.11% active; activation, % at 20 µM; P35414; AID 2520, 2010;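 active = activation more than six SD over the plate average, tested at 20 µM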;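 also: 0% = DMSO alone and 100% = apelin-13 at 10 nM; some results filed as inactive read as strong as hits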
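system = engineered CHO-K1 APJ arrestin reporter cells | input = 1000 cells per well | timing = overnight seeding, 90 min compound at 25 °C, 1 h detection | measured by = enzyme-fragment complementation luminescence | read-out = beta-arrestin recruitment to APJ as agonist activity, luminescent signal | control set = negative DMSO alone, positive Apelin-13 at 10 nM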
tim23-1 inh: growth inhibitors of tim23-1 mutant yeast, primary screen, luminescence, uHTS | 330,000 tested, 1.3% active | inhibition, % at 20 µM | S. cerevisiae tim23-1 growth, BacTiter-Glo luminescence, 24 h;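 active = growth inhibition of the mutant yeast at or above 50%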;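 also: temperature-sensitive mutant grown at 25 °C; plate controls were DMSO-treated mutant yeast for no effect and medium wells lacking yeast for full effect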
tim10-1 inh: growth inhibitors of tim10-1 mutant yeast, primary screen, luminescence, uHTS | S. cerevisiae tim10-1 ts strain growth, BacTiter-Glo, 24 h | inhibition, % at 20 µM | 330,000 tested, 2.2% active;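 active = inhibition of at least 40%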;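 also: mutant grown at 25 °C; 0% = DMSO wells with yeast and 100% = wells holding no yeast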
GRIN3A LBD mod: binders of NR3A ligand-binding domain, primary screen, biophysical, differential scanning fluorimetry, uHTS; NR3A LBD differential scanning fluorimetry, Tm shift; 0% = protein alone, 100% = glycine-bound protein; Glutamate receptor ionotropic, NMDA 3A (GRIN3A) ligand-binding domain; Tm shift relative to glycine control, % at 25 µM; AID 1259313, 2017; 340,000 tested, 2.5% active;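 active = melting temperature shift of at least 10% of the positive control shift, at one fixed dose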
MPTP inh: mitochondrial permeability transition pore inhibitors, primary screen, biochemical, isolated mouse mitochondria, absorbance | inhibition, % at 10 µM | AID 602449, 2012 | 360,000 tested, 1.4% active | Ca2+ swelling absorbance, 30 min;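 active = inhibition of 50% or more, scaled per plate between neutral and stimulator controls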;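 also: 0% = DMSO wells given calcium and 100% = 1 mM EGTA wells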
NALP3 yeast inh: NALP3 inflammasome inhibitors in reconstituted yeast, primary screen, luminescence, uHTS; AID 2825, 2010; inhibition, % at 10 µM; Yeast reconstituted NLRP3/ASC/caspase-1, beta-gal luminescence, 24 h; 330,000 tested, 0.39% active;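 active = inhibition of 50% or more; inactive = inhibition below 50%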;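 also: plate controls were induced DMSO wells for no effect and uninduced yeast grown without galactose for full effect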
beta cell repl: inducers of MIN6 beta-cell proliferation, primary screen, ATP luminescence, uHTS. MIN6 cells proliferation, ATPlite luminescence, 48 h; cells starved in 0.2% serum; 100% = growth in 10% serum. proliferation, % at 10 µM. 330,000 tested, 0.29% active. AID 2380, 2010;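 active = compounds whose signal lies at least 3.5 SD above the mean of all wells on their plate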;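 also: 0% = DMSO-treated cells in low-serum medium and 100% = 10% serum control; some compounds called inactive have numbers as strong as hits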
TIM10 inh: growth inhibitors of isogenic TIM10 control yeast, primary screen, counter-screen for tim10-1 yeast inhibitor project, luminescence, uHTS. S. cerevisiae TIM10 strain growth, BacTiter-Glo luminescence, 24 h. 330,000 tested, 1.4% active. AID 463195, 2010. inhibition, % at 10 µM;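 active = inhibition of 40% or more at the single tested concentration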;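 also: wild-type TIM10 isogenic control strain grown at permissive 25 °C; 0% = DMSO yeast wells and 100% = minimal medium wells without yeast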
* hit, by the source's call; x = not tested or not shown.

SMILES	APJ antag	APJ ag	tim23-1 inh	tim10-1 inh	GRIN3A LBD mod	MPTP inh	NALP3 yeast inh	beta cell repl	TIM10 inh
CCOc1cc(C(=O)NCc2ccco2)cc(OCC)c1OCC	-3	-1	19	12	-3	1.3	10	-2	2
COc1cccc(C(=O)OCCN2C(=O)c3ccccc3C2=O)c1OC	11	-2	-6	1	-1	0.0	18	-2	20
Cc1cccc(C(=O)Nc2ccnc(-c3cccnc3)n2)c1	-4	-2	22	7	2	-2.4	16	3	21
CCc1ccccc1NC(=O)c1cc(C)no1	3	-3	9	2	-1	0.2	-11	-1	0
CC(C)Cn1c(SCC(=O)Nc2ccc3[nH]c(=O)[nH]c3c2)nc2ccccc2c1=O	-34	6	-6	-1	-3	-1.7	9	1	-25
Cc1ccc(CN2CCN(CC(C)C)C(CCO)C2)s1 (stereo not given)	8	-4	2	2	-4	-0.6	10	-3	-10
O=C(NNc1ccc(F)cc1F)C1CCC1	18	-2	-7	-74	0	0.6	25	-1	12
COC(=O)c1c(NC(C)=O)sc2c1CCCC2	4	-2	35	26	-4	0.9	28	-3	-11
Cn1c2c(c(=O)n(C)c1=O)CN(CCc1ccccc1)CN2	15	1	10	4	-2	-1.0	-10	-2	2
O=C(OCC(=O)c1c[nH]c2ccccc12)c1cc2ccccc2cc1O	-22	-1	1	14	32*	1.8	-3	-2	12
C/C(=N\N1C(=O)c2ccccc2C1=O)c1cccc([N+](=O)[O-])c1	27	0	14	20	-5	-0.1	11	0	10
Cc1c(C(=O)NNC(=O)c2csc(N3CCOCC3)n2)oc2ccccc12	15	-2	25	6	-1	-1.4	-3	-2	8
CCN(CC)Cc1nc2c(c(=O)[nH]1)C1(CCCCC1)Cc1ccccc1-2	2	-2	50*	41*	0	-0.1	-23	-5	50*
COc1ccc(N(CC(=O)NC2CC2)S(=O)(=O)c2ccccc2)cc1	11	1	1	-15	0	-2.7	13	0	3
O=C(CCC(=O)c1cccs1)NCCc1ccc(F)cc1	13	-1	16	15	0	-1.0	11	4	6
CC(=O)Nc1sc(NC(=O)c2ccc([N+](=O)[O-])cc2)nc1-c1cccs1	11	6	-4	-8	3	8.2	3	1	16
COCCn1c(-c2ccc(NC(C)=O)cc2)nc2c1c(=O)[nH]c(=O)n2CC(C)C	-6	0	11	13	-1	0.9	7	-3	-14
CCn1c(CCCNC(=O)c2ccco2)nc2ccccc21	8	1	7	16	0	0.5	14	2	-14
C/C(Cl)=C\Cn1c(N2CCCC2)nc2c1c(=O)n(C)c(=O)n2C	-4	0	10	11	-1	-1.1	12	3	3
NC(=S)Nc1ccc(S(=O)(=O)c2ccc(NC(N)=S)cc2)cc1	14	-6	18	-1	23*	-1.4	11	3	20
O=C(CCc1ccccc1)NC1(Cc2ccccc2)CCN(CCc2cccs2)C1=O (stereo not given)	1	-3	38	27	2	0.2	1	-5	28
O=C(c1ccc(Cl)c(Cl)c1)c1cnc(Nc2ccccc2)s1	-6	-2	-5	-2	-8	2.7	13	-1	-4
COc1cc(Nc2ccc(S(N)(=O)=O)cc2)c([N+](=O)[O-])nc1[N+](=O)[O-]	-22	9	-4	-28	0	0.5	31	-5	-4
C=CCn1c(=O)c(C(=O)NCCc2ccc(Cl)cc2)c(O)c2cc(OC)c(OC)cc21	-12	-1	-5	4	-1	2.0	6	-3	0
COc1ccc(NC(=O)CN(C)C(=O)c2ccccc2Sc2ncnc3sc(C)c(C)c23)cc1	12	0	22	29	1	-1.2	7	0	17
CCOC(=O)C1CCN(C(=O)CCn2c(=O)[nH]c3ccccc3c2=O)CC1	-6	-1	15	23	-3	-0.6	17	-4	30
OCCNc1nc(-c2ccccc2)nc2ccccc12	-4	-1	16	11	1	1.5	-3	4	10
CCN1CCN(CCCN(Cc2ccco2)C(=S)Nc2ccc(Cl)cc2)CC1	-2	-1	-9	7	2	0.7	-1	-3	-12
Cn1c(=O)c2c(ncn2CCCC(=N)N2CCOCC2)n(C)c1=O	15	-1	-22	6	0	-0.5	17	-1	-14
COc1ccc(CCN2C(=O)c3cccnc3C2=O)cc1OC	-5	1	0	3	-1	-1.7	5	-1	-9
O=C(CSc1ccccn1)Nc1ccc2c(c1)oc1ccccc12	-4	-3	21	5	26*	2.6	27	0	33
CCOC(=O)c1ccc(-n2c(CCC(=O)O)ccc2-c2cccs2)cc1	-17	1	17	-1	0	-1.1	37	2	-1
CC12CCC(=O)N1C(C(=O)N1CCN(S(=O)(=O)c3ccccc3F)CC1)CS2 (stereo not given)	-58	5	-15	-25	x	-0.7	12	-4	-10
COc1cc(Cl)c(C)cc1NC(=O)CSc1nnc(-c2cccnc2)n1Cc1ccco1	17	-5	13	22	-1	2.8	7	6	26
COCC(=O)N/N=C\c1ccc(OC/C=C/c2ccccc2)c(OC)c1	2	-6	40	26	1	-0.2	12	-5	10
O=C(CCC1COc2ccccc2O1)Nc1ccccn1 (stereo not given)	-15	0	3	0	1	-1.4	14	-1	1
O=C(COc1ccccc1)Nc1ccc(-c2ccc(N3CCOCC3)nn2)cc1	9	4	-8	-13	5	-2.4	11	0	-9
Cc1ccc(C(=O)CSc2ncnc3ccccc23)o1	16	-5	-14	2	-1	0.8	54*	3	4
Cc1c(NC(=O)/C(C#N)=C/c2c(N3CCCCC3)nc3ccccn3c2=O)c(=O)n(-c2ccccc2)n1C	25	4	-1	-16	0	1.4	15	-1	-4
CCc1nn(-c2cc(Oc3cccc4ccccc34)nc(-c3ccccc3)n2)c(N)c1C#N	-15	-4	10	-20	2	2.2	2	-7	-4
COc1ccc2sc(-c3ccccc3OC)c(-c3ccc(OCCN4CCCC4)cc3)c2c1	-5	-2	0	-13	-3	-3.3	30	-6	17
Cc1cccc(C)c1NC(=O)C1(N2CCN(C(=O)c3ccco3)CC2)CCCCC1	12	2	17	21	-1	-0.5	11	0	16
CC(C)C[C@H](NC(=O)c1nc[nH]c1C(=O)NC(c1ccccc1)c1ccccc1)C(=O)OCc1ccccc1	-34	3	16	14	-7	-1.0	15	-8	5
Cc1ccc(N2CCN(S(=O)(=O)c3ccc(C)cc3)CC2)cc1	1	0	-4	-27	1	-0.9	34	-1	-17
Cc1ccc(OCc2cc(C(=O)N3CCN(C4CCCCC4)CC3)no2)cc1C	-11	7	25	24	0	0.1	30	-5	9
Cc1ccc(C)c(N2N=C(C(=O)Nc3ccccc3N3CCOCC3)CCC2=O)c1	-15	-2	31	19	-2	-0.2	13	-1	25
CCOC(=O)c1c(NC(=O)CC2Nc3cc(C)c(C)cc3NC2=O)sc(C)c1C (stereo not given)	-1	4	3	-12	-1	-1.4	3	-2	-10
CCOP(=O)(O)c1ccccc1OCCOCCOc1ccccc1P(=O)(O)OCC	16	-4	-18	-24	0	0.3	13	-1	-19
O=C(c1ccccc1)c1cc(-c2ccccc2)on1	10	-5	7	14	1	-1.2	28	-3	5
Cc1ccc(N2CCN(CC(O)COc3cccc4ccccc34)CC2)cc1 (stereo not given)	1	-4	48	-28	-7	3.1	38	-4	15
COC(=O)c1ccc(C(=O)OC)c(NC(=O)C2CCCO2)c1 (stereo not given)	8	1	-15	-61	0	0.6	19	1	-47
COc1cc(Cl)ccc1NC(=O)COc1ccccc1C(=O)NN	-20	-2	18	15	-2	-2.1	4	0	21
CC(C)c1ccccc1OCCNC(=O)c1cncc(Br)c1	-21	-3	22	19	-3	23	11	-1	6
Cc1ccc(F)c(N=Cc2c(O)c3ccccc3oc2=O)c1	17	-4	13	3	3	0.4	28	-4	13
CCC(C)(C)NC(=O)CN(C(=O)CNS(=O)(=O)c1ccccc1)c1ccc2c(c1)OCCO2	-4	-3	-4	16	-3	0.3	9	-1	1
Cc1cc(N=Nc2ccc(Cl)cc2)cc(CN2CCOCC2)c1O	18	-7	28	29	3	-1.5	22	-2	30
Cc1cc(C)nc(NC(=O)c2ccc(Br)s2)n1	12	0	2	24	1	-0.7	18	-2	4
Cc1ccc(OCc2n[nH]c(=S)n2N)cc1C	-16	-2	12	5	0	-1.4	10	0	-10
COCCCN1C2=C(C(=O)CC(C)(C)C2)C(c2ccc(OC)c(OC)c2)C2=C1CC(C)(C)CC2=O	-2	1	-9	-2	1	-1.1	5	-2	2
COC(=O)c1ccccc1NC(=O)COC(=O)CSc1nnc(N)s1	-3	-4	-4	-6	1	-1.5	20	-1	0
The listing continues:
SMILES	APJ antag	APJ ag	tim23-1 inh	tim10-1 inh	GRIN3A LBD mod	MPTP inh	NALP3 yeast inh	beta cell repl	TIM10 inh
CCCN(CC1CC1)C(=O)COC(=O)c1oc2c(F)cccc2c1C	20	-1	33	34	-2	-0.5	18	-2	10
CC(C)NC(=O)COC(=O)c1ccccc1Oc1ccccc1	15	-4	15	23	-1	9.6	-1	3	-12
CC1CCN(CCCNC(=O)c2ccc(CS(=O)(=O)Cc3ccc(Cl)cc3)o2)CC1	20	2	0	-3	0	-1.0	19	2	7
COc1cc(NC(=O)c2cccc(S(=O)(=O)N3CCCCC3)c2)cc(OC)c1OC	0	-2	-12	-2	1	0.5	-8	3	7
O=C(O)C1Sc2[nH]c(=O)sc2C2c3ccc(O)cc3OC(=O)C12 (stereo not given)	10	-3	5	16	2	-1.5	3	1	13
O=C(O)c1cc(S(=O)(=O)N2CCOCC2)ccc1N1CCCCC1	3	4	8	-4	-3	-2.2	-4	-2	-16
CC(C)(C)C(=O)Nc1nc2cc3c(cc2s1)OCO3	-2	1	20	12	4	2.3	20	-5	-10
O=C(CN1C(=O)NC2(CCCC2)C1=O)OCCOc1ccccc1	19	-5	9	5	1	0.2	10	-4	-2
COc1ccccc1N1CCN(S(=O)(=O)c2cc3c(cc2C)NC(=O)CO3)CC1	-4	-1	21	30	2	-0.4	8	-4	9
COc1ccc(OC)c(/C=C/C(=O)OCC(=O)N2CCCC2)c1	10	-3	12	13	-2	-0.2	5	3	9
Brc1ccc(-c2nc3ncccn3c2Nc2ccc3c(c2)OCCO3)o1	-5	1	16	6	3	0.6	10	-2	17
Fc1cc(F)cc(Nc2nc(Cl)nc(NC3CCCC3)n2)c1	-7	-1	35	45*	-4	1.6	5	-7	-9
CCCCCC(C)NC(=O)c1cc(S(=O)(=O)N2CCCCC2)ccc1N1CCOCC1 (stereo not given)	18	-4	13	7	1	-0.9	9	0	13
CCCN1CCN(C(=O)Cn2cnc3ccc(S(=O)(=O)N4CCC(C)CC4)cc3c2=O)CC1	-4	-1	10	-3	-1	-1.9	11	-3	5

NALP3 yeast inh, hit marks shown above
molecule	APJ antag	GRIN3A LBD mod	MPTP inh	NALP3 yeast inh
Cc1ccc(C(=O)CSc2ncnc3ccccc23)o1	16	-1	0.8	54*

Taken from above:
CCCCCC(C)NC(=O)c1cc(S(=O)(=O)N2CCCCC2)ccc1N1CCOCC1 (stereo not given) – APJ ag: -4
COc1ccc(OC)c(/C=C/C(=O)OCC(=O)N2CCCC2)c1 – GRIN3A LBD mod: -2
CC(C)NC(=O)COC(=O)c1ccccc1Oc1ccccc1 – tim10-1 inh: 23
